Screening results from PubChem.
C diff HTS = C. difficile growth inhibitors, primary screen, HTS | Clostridium difficile clinical isolate growth, OD600, 24 h; active compounds read low | growth activity, negative = inhibition, % at 16 µg/mL (by protocol) | 86,000 tested, 0.25% active | AID 1259249, 2017;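 active means mean growth activity at or below -80% and every replicate also at or below -80%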;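 further: 0% = DMSO wells and -100% = levofloxacin 16 µg/mL wells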
* = called active by the depositor.

SMILES	C diff HTS
CCOC(=O)[C@@H]1[C@@H]2NC(=S)N(C)[C@@]1(C)Oc1ccccc12	1
CCOC(=O)[C@@H]1[C@@H]2NC(=S)N[C@@]1(C)Oc1ccccc12	3

This is a subset; rates above refer to the full screens.
